Bioassay records from PubChem.
KLF5 inhibitor = suppresses KLF5 promoter-driven expression; DLD-1 KLF5 promoter-luciferase reporter, luminescence; inhibition, % at 5 µM; 0.23% of 290,000 active;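 active = inhibition above a per-plate limit of that plate's mean compound inhibition plus 3 SD, cut at about 60% in these data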;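 note: 0% = DMSO wells and 100% = LY294002 at 200 µM; higher means less KLF5 promoter-driven luciferase light; inactives centre near -14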
AI-2 QS mod = Vibrio harveyi AI-2 quorum sensing modulation; Vibrio harveyi JMH597 AI-2 luminescence/OD600 ratio, 9 h; active compounds read low; strain lacks LuxN and CqsS sensors; 0 = neutral-control median; activity change, % at 7.5 µM; 0.4% of 300,000 active; in the data active = activity change below about -75%, passing the limit was not always enough; inconclusive = no clear call, values can overlap the other calls;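 note: luminescence divided by OD600 gain over 9 h not by final OD600 alone; inactives centre near 13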
IEC-6 cytotox = IEC-6 cytotoxicity, counter-screen for KLF5 inhibitors | luminescence viability | inhibition, % at 5 µM | 0.78% of 290,000 active | AID 1825; in the data active = inhibition above about 22%;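 note: 0% = plate median of test compound wells and 100% = cytotoxic reference compound wells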
HIF activator = HIF pathway transcriptional activation; U2OS HRE-luciferase reporter, luminescence; normalized: DMSO 0%, desferrioxamine 100%; activation, % at 7.5 µM (by protocol); 0.32% of 300,000 active; AID 1910;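 active = mean activation of at least 10% of the iron chelator positive control signal, with at least half of replicates also reaching 10%; inconclusive = mean and replicate majority disagree about reaching 10%; inactive = mean and most replicates under 10%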
SKKanGAS inh = inhibitors of SKKanGAS S. pyogenes growth in kanamycin (SK-promoter or general growth effect). BacTiter-Glo, 6 h. inhibition, % at 7.5 µM. 1.3% of 300,000 active;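 active = mean replicate score, as percent of positive control median, at least 50; inconclusive = mean below 50 but one replicate at or above 50; inactive = mean and every replicate below 50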;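 note: strain carries kanamycin resistance gene driven by streptokinase promoter and grows in 40 µg/ml kanamycin; loss of luminescence reflects streptokinase promoter inhibition or plain growth inhibition; 0% = median of DMSO wells and 100% = positive control at its reference dose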
HSP90 refold inh = HSP90 refolding inhibition in rabbit reticulocyte lysate. 0.91% of 290,000 active. luciferase refolding luminescence, 3 h. inhibition, % at 5.6 µM;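 active = inhibition above the screen-wide mean plus 3 SD, computed separately per campaign, cut at about 16% in these data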;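 note: 0% = DMSO wells and 100% = 60 µM geldanamycin wells; inhibitors lower the luminescence because luciferase stays unfolded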
HSF1 inh = HSF1 inhibition; NIH3T3-HGL HSE-luciferase, MG132-induced, luminescence 8 h; active compounds read low; activity change, negative = inhibition, % at 7.5 µM (by protocol); 0.77% of 300,000 active; AID 2098;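 active = more than half of replicate wells show activity change below -50%, luminescence cut by over half; inconclusive = some wells, but at most half, below -50%; inactive = no replicate well below -50%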;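 note: luciferase reports HSF-1 transcriptional activity via heat shock element; 0% = median of DMSO wells and -100% = zero luminescence signal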
HSF1 activator = increases HSF-1 driven luciferase reporter signal; activation, % at 9 µM; NIH3T3-HGL HSF-1 luciferase reporter, MG132, 8 h; 100% = twice DMSO control signal; 1.7% of 300,000 active;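 active = mean replicate activation of at least 50% with a set share of replicates each reaching 50%; inconclusive = only one of those two conditions met; inactive = mean below 50% and too few replicates reaching it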;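 note: 0% = median of the neutral control wells and 100% = twice that signal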
aSyn UTR inh = MLPCN primary screen, SNCA 5' untranslated region | AID 1813 | alpha-synuclein 5'UTR reporter, inhibitor activity | 0.82% of 300,000 active | inhibition, % (tested at 7.5 µM); in the data active = inhibition above about 60%; inconclusive = no clear call, values can overlap the other calls;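 note: H4 neuroglioblastoma cells stably carrying SNCA 5'UTR luciferase fusion; 0% = DMSO wells and 100% = positive control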
Platelet DG rel = platelet dense granule release activity. human platelet-rich plasma, SFLLRN dense granule ATP release, luminescence. AID 1663. inhibition, %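 (compounds screened at 7.5 µM in platelet-rich plasma)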. 0.22% of 300,000 active;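 active = mean replicate score, as percent of positive control, at or above 50; inconclusive = mean below 50 but at least one replicate at or above 50; inactive = mean and every replicate below 50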
* marks the source's active call; other numbers are inactive results; ? = inconclusive; · = no result given.

1	COc1ccc(CN2CCN(S(=O)(=O)c3ccc(NC(C)=O)cc3)CC2)cc1
2	O=C(Nc1ccc(Cn2nnc3ccccc32)cc1)c1ccco1
3	O=C(Nc1cccc2nsnc12)c1ccc(F)cc1
4	COc1ccc(NC(C)=O)cc1NC(C)C(=O)Nc1ccc(F)c(F)c1F (stereo not given)
5	O=C1NC(=O)/C(=C/c2cccc(O)c2)N1
6	O=C(O)CCn1c(=O)c2ccccc2c2ccccc2c1=O
7	CN(Cc1ccc(F)cc1)C(=O)c1cccc(S(=O)(=O)N2CCN(c3ccccc3)CC2)c1
8	CCCC(=O)NCCc1ccc(F)cc1
9	NC(=O)CCC(C(=O)O)N1C(=O)c2ccc(O)cc2C1=O (stereo not given)
10	CCCCCCCCC(=O)N/N=C(\C)c1cccnc1
assay / compound | 1 | 2 | 3 | 4 | 5 | 6 | 7 | 8 | 9 | 10
KLF5 inhibitor | -4 | -35 | -3 | -18 | 3 | -18 | · | -8 | -8 | -2
AI-2 QS mod | 8 | 6 | 0 | 17 | 24 | 13 | 9 | 12 | 23 | -1
IEC-6 cytotox | 5 | -1 | 4 | 2 | -2 | 0 | · | 1 | 0 | -5
HIF activator | -0.3 | -3.0 | 1.2 | -0.2 | 0.2 | -0.3 | -0.1 | 0.2 | -26 | -0.2
SKKanGAS inh | 0 | -2 | -14 | 6 | 6 | 5 | -6 | ? | -1 | 3
HSP90 refold inh | 24* | 3 | 0 | 3 | 2 | -2 | · | -3 | 0 | -3
HSF1 inh | 1 | 5 | -4 | 6 | -4 | -2 | 9 | -5 | -54* | -3
HSF1 activator | 12 | 6 | -11 | -7 | -14 | 7 | 8 | 2 | -63 | -15
aSyn UTR inh | -39 | -4 | 0 | -14 | 18 | 10 | 4 | 17 | 3 | 5
Platelet DG rel | 2 | 2 | 5 | 23 | 7 | -46 | -6 | 4 | 0 | -1

By substructure: those above containing a COOH group (two)
6	O=C(O)CCn1c(=O)c2ccccc2c2ccccc2c1=O
9	NC(=O)CCC(C(=O)O)N1C(=O)c2ccc(O)cc2C1=O (stereo not given)
assay / compound | 6 | 9
KLF5 inhibitor | -18 | -8
AI-2 QS mod | 13 | 23
IEC-6 cytotox | 0 | 0
HIF activator | -0.3 | -26
SKKanGAS inh | 5 | -1
HSP90 refold inh | -2 | 0
HSF1 inh | -2 | -54*
HSF1 activator | 7 | -63
aSyn UTR inh | 10 | 3
Platelet DG rel | -46 | 0

Next section
11	Brc1ccc(-c2nnc3sc(CNCc4ccc5c(c4)OCO5)cn23)cc1
12	COc1ccc(NC(=S)Nc2ccc(C)c(S(=O)(=O)N3CCCCC3)c2)cc1
13	CCOC(=O)Cn1nc(NC(=O)COc2ccc(F)cc2)cc1C
14	CC1(C)C(N(O)C(=O)Nc2ccccc2)N(c2cccc(Cl)c2)C(=O)N1O (stereo not given)
15	COc1ccc(NC(=O)Cc2ccc(Cl)c(Cl)c2)cn1
16	Cc1cc(C)c2nc(SCC(=O)NC(=O)c3cccn3C)cc(C)c2c1
17	C=CCn1c(=S)sc2c(=O)[nH]c(C)nc21
18	Cc1cccc(C)c1NC(=O)Cn1c(=O)n(CCC(=O)NCc2ccco2)c(=O)c2sccc21
19	COc1cc(NC(=O)CNC(=O)Cn2ccc3ccccc3c2=O)cc(OC)c1OC
20	Cc1cc(C)n(-c2ncnc3sc4c(c23)CC(C)CC4)n1 (stereo not given)
assay / compound | 11 | 12 | 13 | 14 | 15 | 16 | 17 | 18 | 19 | 20
KLF5 inhibitor | -11 | 2 | -11 | 2 | -16 | -19 | -15 | 1 | 5 | -14
AI-2 QS mod | 17 | -1 | 20 | 4 | -53 | 21 | 18 | 18 | 20 | 14
IEC-6 cytotox | 4 | -3 | -1 | 1 | 0 | 10 | 3 | -3 | -6 | 1
HIF activator | -0.2 | 0.2 | -0.4 | 0.2 | 1.1 | -0.6 | -0.5 | -0.1 | 0.7 | -0.4
SKKanGAS inh | -5 | 24 | -5 | -2 | -1 | -3 | -1 | -2 | -4 | -3
HSP90 refold inh | -5 | 1 | -5 | 3 | 0 | 0 | 3 | 6 | 1 | -1
HSF1 inh | -3 | -41 | -8 | 27 | 3 | -2 | -11 | -8 | 2 | 0
HSF1 activator | 6 | -54 | 2 | 49 | 16 | -2 | 4 | -5 | 1 | -9
aSyn UTR inh | 0 | -4 | -5 | 12 | -22 | -12 | 1 | 13 | 4 | 14
Platelet DG rel | 0 | -10 | -1 | 4 | 1 | 0 | -6 | -3 | 5 | 6

The closing 4 entries of the part above lead into the next:
17	C=CCn1c(=S)sc2c(=O)[nH]c(C)nc21
18	Cc1cccc(C)c1NC(=O)Cn1c(=O)n(CCC(=O)NCc2ccco2)c(=O)c2sccc21
19	COc1cc(NC(=O)CNC(=O)Cn2ccc3ccccc3c2=O)cc(OC)c1OC
20	Cc1cc(C)n(-c2ncnc3sc4c(c23)CC(C)CC4)n1 (stereo not given)
21	COc1cccc(CN2CCCC(C(=O)Nc3ccc(-c4cscn4)cc3)C2)c1 (stereo not given)
22	COC(=O)Cc1cc(=O)oc2cc(O)ccc12
23	O=C(CCS(=O)(=O)c1ccc2c(c1)NC(=O)CS2)NCc1cccs1
24	COc1ccccc1C(=O)Nc1nnc(S(=O)(=O)N(C)Cc2ccccc2)s1
25	O=C1C=C(c2ccccc2)OC2(CCCC2)O1
26	CCCc1nc(SCC(=O)NCC2CCCO2)c2c(=O)n(C)c(=O)n(C)c2n1 (stereo not given)
27	Cc1ccc(/C=N/NS(=O)(=O)c2ccccc2)o1
28	COc1cc(C)ccc1OCCOc1c(C)cc(Cl)cc1Cl
29	Cn1cc([N+](=O)[O-])c(C(=O)NCc2cc3cc(Cl)ccc3[nH]2)n1
30	CCC(=O)Nc1ccc(C(=O)CSc2nnc(-c3ccc(O)cc3)n2CC2CCCO2)cc1 (stereo not given)
assay / compound | 17 | 18 | 19 | 20 | 21 | 22 | 23 | 24 | 25 | 26 | 27 | 28 | 29 | 30
KLF5 inhibitor | -15 | 1 | 5 | -14 | -26 | 9 | -20 | -20 | -26 | -31 | -5 | -2 | -59 | -23
AI-2 QS mod | 18 | 18 | 20 | 14 | 13 | 20 | · | 21 | 12 | 32 | 27 | 23 | 29 | 8
IEC-6 cytotox | 3 | -3 | -6 | 1 | -1 | -3 | -1 | -3 | 3 | -3 | 2 | -1 | 5 | 5
HIF activator | -0.5 | -0.1 | 0.7 | -0.4 | 0.4 | 0.5 | -0.2 | -0.4 | -0.3 | 1.1 | -0.2 | -0.2 | -0.8 | 0.0
SKKanGAS inh | -1 | -2 | -4 | -3 | 2 | -6 | -2 | 30 | -4 | -2 | 1 | 4 | 0 | -9
HSP90 refold inh | 3 | 6 | 1 | -1 | -6 | 3 | -3 | -4 | 8 | 1 | 3 | -3 | 2 | 3
HSF1 inh | -11 | -8 | 2 | 0 | 0 | 6 | 3 | 7 | -6 | -3 | 0 | 4 | -4 | -8
HSF1 activator | 4 | -5 | 1 | -9 | 11 | -3 | 10 | 2 | -1 | -2 | -6 | 5 | 3 | -21
aSyn UTR inh | 1 | 13 | 4 | 14 | -14 | 10 | 8 | -1 | -11 | 15 | 17 | -8 | 22 | -22
Platelet DG rel | -6 | -3 | 5 | 6 | -3 | 1 | -4 | -11 | -1 | 11 | 14 | -2 | 4 | -12

31	CCC(C)NC(=O)c1cccc(OCc2c(C)noc2C)c1 (stereo not given)
32	O=C(CSc1nc2ccccc2o1)NCc1ccco1
33	CCc1ccc(CNC(=O)CCc2nnc(Cc3cccc(C(F)(F)F)c3)o2)nc1
34	Cc1cccc(S(=O)(=O)Nc2nc3ccccc3nc2NCc2ccc3c(c2)OCO3)c1
35	CCC1CCc2c(sc(NC(=O)c3cnccn3)c2C(N)=O)C1 (stereo not given)
36	O=C(CSc1nnc(-c2ccc(F)cc2)o1)NC1CCCC1
37	CC(C)Cn1cnc2c1c(=O)n(CC(O)c1ccccc1)c(=O)n2CC(C)C (stereo not given)
38	Cc1cc(=O)c2cc(NC(=O)c3ccccc3Cl)ccc2[nH]1
39	O=C1CCN(C(=O)Nc2ccccc2Cl)N1
40	CN(CC(=O)Nc1ccc(F)c(F)c1F)C1CCCCC1
assay / compound | 31 | 32 | 33 | 34 | 35 | 36 | 37 | 38 | 39 | 40
KLF5 inhibitor | 2 | -9 | 9 | 1 | -54 | 10 | -14 | -44 | -13 | -29
AI-2 QS mod | 5 | 17 | 12 | 18 | 23 | 0 | 17 | 5 | 13 | 0
IEC-6 cytotox | -2 | -7 | 9 | 1 | 6 | -4 | -2 | 5 | -1 | -3
HIF activator | 0.1 | -1.6 | -0.1 | -0.3 | -1.2 | -0.1 | -0.8 | 0.6 | 1.0 | -0.2
SKKanGAS inh | 8 | -3 | -6 | 20 | -7 | -4 | 7 | 6 | -6 | 7
HSP90 refold inh | -1 | 1 | 1 | -1 | -3 | -2 | 0 | 1 | 1 | 1
HSF1 inh | 16 | 2 | 1 | 3 | 4 | 3 | -14 | -4 | 16 | 2
HSF1 activator | 18 | -1 | -18 | 5 | 6 | 17 | -8 | 5 | ? | 4
aSyn UTR inh | 5 | 0 | -3 | 19 | -86 | -10 | -7 | 8 | -4 | -5
Platelet DG rel | 4 | -6 | -14 | -11 | -3 | 7 | -8 | 1 | -11 | 5

41	O=C(NCc1ccc(F)cc1)c1cc(-c2ccncc2)nc2ccccc12
42	Cc1ccc(C(NC(=O)N2CCCC2)C(Cl)Cl)cc1F (stereo not given)
43	COc1ccc(/C=C2\SC(N3CCc4ccccc4C3)=NC2=O)cc1OC
44	O=C1CCc2cc(S(=O)(=O)N3CCN(Cc4ccc5c(c4)OCO5)CC3)ccc2N1
45	CC1(C(=O)OCC(=O)NNC(=O)COc2ccc(Cl)cc2)CC1(Cl)Cl (stereo not given)
46	Cc1ccnc(NC2c3ccccc3C(=O)N2Cc2ccccc2Cl)c1 (stereo not given)
47	CCCCCC(=O)Nc1ccc(N2CCN(S(C)(=O)=O)CC2)cc1
48	COc1ccccc1N1C(=NC(=O)C(C)Oc2ccccc2)SC2CS(=O)(=O)CC21 (stereo not given)
assay / compound | 41 | 42 | 43 | 44 | 45 | 46 | 47 | 48
KLF5 inhibitor | 3 | -5 | -21 | -23 | · | 12 | -5 | -45
AI-2 QS mod | -8 | 21 | 26 | 18 | 18 | 12 | 1 | 17
IEC-6 cytotox | 8 | -5 | 2 | -2 | · | 0 | 0 | -3
HIF activator | 0.0 | 0.2 | 0.3 | -0.9 | -0.2 | -0.4 | -0.1 | -0.3
SKKanGAS inh | 0 | -10 | 14 | -4 | 0 | 2 | -8 | -2
HSP90 refold inh | 1 | -1 | 4 | 0 | · | -4 | 1 | -3
HSF1 inh | -8 | -2 | 1 | -7 | -1 | 10 | -5 | -1
HSF1 activator | -17 | 7 | 22 | 9 | -16 | 5 | 4 | 10
aSyn UTR inh | 20 | -9 | -6 | -20 | -15 | 9 | -31 | -10
Platelet DG rel | 9 | 22 | 7 | 3 | 12 | 8 | -9 | -7

No enrichment for hits; 6% or so of the library scored in one or more.
